Keap1-Nrf2 PPI = Keap1-Nrf2 (human) interaction inhibition. Keap1 Kelch-Nrf2 peptide fluorescence polarization, 1536-well. 340,000 compounds, 0.15% hits. inhibition, % at 9.4 µM. Q14145; in the data active = inhibition above about 12%;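 also: human Keap1 Kelch domain with fluorescein labeled Nrf2 9mer peptide probe; 0% = neutral control wells and 100% = peptide positive control; higher means more block of Keap1 binding to Nrf2 peptide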
Target sequence (Q14145 whole entry, looked up, the tested form may be a part): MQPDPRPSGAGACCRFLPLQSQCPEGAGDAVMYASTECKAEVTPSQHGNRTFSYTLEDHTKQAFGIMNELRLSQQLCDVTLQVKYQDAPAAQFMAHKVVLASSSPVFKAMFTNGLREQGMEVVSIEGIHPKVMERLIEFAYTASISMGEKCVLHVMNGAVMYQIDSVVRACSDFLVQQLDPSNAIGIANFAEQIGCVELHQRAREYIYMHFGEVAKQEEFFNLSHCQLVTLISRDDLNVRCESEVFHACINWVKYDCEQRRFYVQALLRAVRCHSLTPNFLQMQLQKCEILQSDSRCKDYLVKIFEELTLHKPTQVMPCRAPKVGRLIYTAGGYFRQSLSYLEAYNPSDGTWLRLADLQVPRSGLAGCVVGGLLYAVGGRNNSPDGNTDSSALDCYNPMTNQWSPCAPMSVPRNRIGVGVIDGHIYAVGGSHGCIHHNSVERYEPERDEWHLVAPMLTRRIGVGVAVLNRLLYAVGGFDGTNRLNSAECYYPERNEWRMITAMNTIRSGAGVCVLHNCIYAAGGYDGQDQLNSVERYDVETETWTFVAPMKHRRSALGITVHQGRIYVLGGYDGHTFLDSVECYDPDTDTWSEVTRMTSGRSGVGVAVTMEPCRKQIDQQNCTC
CAL PDZ FP-1 = blocks peptide binding to the human CAL PDZ domain; AID 602252; inhibition, % at 24.9 µM; 300,000 compounds, 0.92% hits; Q9HD26; purified CAL PDZ, TMR-peptide fluorescence polarization, 1 h;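 active = mean inhibition of at least 30% with at least half of replicates also reaching 30%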;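 also: 0% = DMSO neutral control and 100% = excess unlabeled competitor peptide PRC23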
CAL PDZ FP-2 = human CAL PDZ-peptide interaction inhibition; purified CAL PDZ, TMR-peptide fluorescence polarization, 1 h; inhibition, % at 20 µM; 330,000 compounds, 0.02% hits; AID 504414;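 active = highest replicate inhibition of at least 40%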;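 also: plate controls were DMSO neutral control wells for no effect and unlabeled competitor peptide control wells for full effect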
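Material: tagged CAL PDZ protein CerCALP, purified; buffer or medium: sodium phosphate/NaCl buffer pH 7.4 with TCEP, IgG, Thesit; also added: fluorescent TMR peptide probe; schedule: 1 h incubation at room temperature before polarization reading; technique: fluorescence polarization from S- and P-plane intensities, G-factor corrected; control set: unlabelled peptide and DMSO controls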
Pemphigus Ab inh = inhibitors of pemphigus antibody binding to human desmoglein-3. binding (percent of control), % at 10 µM. DSG3-coupled beads, scFv-anti-DSG3-GFP binding, flow cytometry; stronger effect = lower value. 310,000 compounds, 0.48% hits;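 active = binding more than 3 SD below its plate's average and above zero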; also: some compounds called inactive have numbers as strong as hits
NSD2 inh = inhibitors of human histone methyltransferase NSD2; inhibition, % at 12.5 µM; 310,000 compounds, 0.54% hits; NSD2 peptide methylation, AlphaScreen, 120 min; O96028; in the data active = inhibition above about 50%
V-ATPase pH = yeast V-ATPase proton transport regulation by pHLuorin. S. cerevisiae, pHLuorin cytosolic pH fluorescence. response, % at 10 µM. 350,000 compounds, 0.37% hits; in the data active = response mostly above about 7.3%, no sharp cut-off; inactive = mostly below about 5.4%; also: actives read high; inactives centre near 0; some compounds called inactive have numbers as strong as hits
Cardiac RTF inh = cardiac RTF calcium desensitization. P19429+P45379. IANBD-labeled cardiac RTF, Ca2+ fluorescence. inhibition, % at 7.15 µM. 340,000 compounds, 0.12% hits. AID 493244;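 active = inhibition above the mean inhibition of all tested compounds plus 3 SD, cut at about 17% in these data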;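 also: assay run at fixed EC70 calcium of 1.6 mM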
DAGLB inh = blocks human DAGLB lipase activity; Q8NCG7; HEK293T DAGLB membrane lysate, EnzChek fluorogenic substrate; inhibition, % at 5.17 µM; 340,000 compounds, 0.059% hits; in the data active = inhibition above about 34%;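 also: 0% = enzyme with vehicle and 100% = wells lacking enzyme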
C-LANA FP = KSHV C-LANA DNA binding inhibition; MBP-C-LANA/FAM-LBS DNA binding, fluorescence polarization; inhibition, % at 9 µM; 340,000 compounds, 0.078% hits; AID 504423;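 active = highest replicate inhibition at or above 60% at 9 µM, even if other replicates fall short; inactive = all replicates below 60% inhibition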;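 also: 0% = neutral control wells and 100% = 4 µM acridine orange control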
Arr AP2 block = human beta-arrestin and AP2 interaction inhibition | FITC-arrestin peptide / GST-AP2 beads, flow cytometry; AP2 beta2 appendage carries R879A mutation | inhibition, % at 10 µM | 340,000 compounds, 0.31% hits | AID 504490;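 active = inhibition above a set limit, near 3 SD of compounds lacking own fluorescence, cut at about 54% in these data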;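 also: plate controls were DMSO wells for no effect and 5 µM unlabelled arrestin peptide for full effect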
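System: GST-AP2 R879A glutathione beads | Also added: FITC-arrestin peptide, 50 nM | Times: 12 min plus 1 h, RT | Signal: Bead flow cytometry, FITC channel | Buffer or medium: PBS with 0.05% Tween 20 and 0.1% BSA | Read-out basis: Percent drop in bead-associated FITC signal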
* hit, by the source's call; / = not tested or not shown.

SMILES	Keap1-Nrf2 PPI	CAL PDZ FP-1	CAL PDZ FP-2	Pemphigus Ab inh	NSD2 inh	V-ATPase pH	Cardiac RTF inh	DAGLB inh	C-LANA FP	Arr AP2 block
Cc1c(Cl)cccc1-n1c(SCC(=O)N2CCC(C(=O)O)CC2)nnc1-c1ccncc1	-6	-2	-2.1	156	-3	2	-6	1	0.5	-19
Cc1ccsc1/C=C1\SC(N)=NC1=O	-3	-3	-1.5	/	3	-1	0	-8	3.7	-2
CCN1C[C@@H]2[C@@H]3C(=O)N(C)C(=O)[C@@H]3[C@](C)(C1=O)N2C(=O)c1ccc(Cl)c(Cl)c1	-1	-1	-0.9	102	/	0	0	2	-0.3	12
CCN(CC)S(=O)(=O)c1ccc(Cl)c(C(=O)Nc2cccnc2)c1	-1	-1	0.5	111	-1	4	4	-1	9.3	26
NC(=O)[C@@H]1CCOc2c(I)cc([N+](=O)[O-])cc2C(=O)N[C@@H](CO)C(=O)NCC(=O)N1	-6	-1	-0.8	101	/	-1	-5	2	-0.3	2
O=C(NC1=NCCS1)c1sc2ccccc2c1Cl	-4	0	-2.5	93	1	-2	2	-1	0.7	-9
Cc1cc(C)n(CC(=O)c2cccc([N+](=O)[O-])c2)n1	-1	36*	-1.3	114	-7	1	-3	0	-0.2	-10
CCOc1cc(Br)c(C=O)cc1OCC	5	-7	-1.5	93	4	2	1	0	-2.8	28
CC(NC(=O)CN1CCN(Cc2cccc(F)c2)CC1)c1ccccc1 (configuration not stated)	-1	0	/	101	0	0	-2	-1	0.4	-5
Cc1ccc(S(=O)(=O)N2CCC(C(=O)N(C)C3CCS(=O)(=O)C3)CC2)cc1 (configuration not stated)	3	-1	1.1	104	-3	0	-3	1	-5.1	3
O=C(COC(=O)c1cnccn1)NC(=O)c1ccccc1	2	-15	-0.8	99	-2	-2	-1	0	-0.7	-1
CCOc1cc(/C=C(\C#N)C(=O)Nc2ccccn2)ccc1O	-3	-1	-1.1	/	-7	-4	3	0	-2.0	22
CCC(C)(C)n1nnnc1C(c1ccc(N(C)C)cc1)N1CCN(C2CCCCC2)CC1 (configuration not stated)	1	-2	/	115	8	3	-3	0	0.4	26
CCOC(=O)N1CCN(c2nnnn2-c2ccccc2)CC1	-4	-2	0.2	111	-1	-2	-7	-1	1.4	1
Cc1ccc2c(c1)C1C=CCC1C(C(=O)NCCCN1CCOCC1)N2 (configuration not stated)	0	4	0.7	98	/	-1	-5	1	-2.5	-4
O=C(OCC(=O)N1CCN(C(=O)COC(=O)c2ccncc2)CC1)c1ccncc1	3	-2	1.3	104	-1	-5	-8	-4	-0.3	-5
COc1ccc(CC(=O)Nc2ccc(F)c(F)c2F)cc1S(=O)(=O)N1CCOCC1	-3	/	-0.5	106	-1	5	-5	0	-1.8	19
COc1ccc(CC(NC(C)=O)C(=O)NC2CCN(C(=O)c3cc(OC)c(OC)c(OC)c3)CC2)cc1 (configuration not stated)	-3	0	-3.7	92	7	0	-7	2	0.0	1
COc1ccc(-c2nnn(CC(=O)N(CCCN3CCOCC3)C(C(=O)NC3CCCC3)c3ccco3)n2)cc1 (configuration not stated)	0	0	-3.8	104	2	-3	-4	-1	-0.4	10
Cc1ccc(NC(=O)NN2CCN(C)CC2)cc1C	-6	3	-2.9	105	-1	-2	1	0	-0.8	-1
COc1ccc(NC2CCCN(C(=O)c3ccc4[nH]c(C)c(C)c4c3)C2)cc1OC (configuration not stated)	-2	-3	-1.4	90	33	-3	2	-6	-1.3	11
CC(O)(CS(=O)(=O)Cc1ccccc1Cl)C(=O)Nc1cccc(C(F)(F)F)c1 (configuration not stated)	-5	2	-1.4	112	3	4	-12	-2	-0.7	3
c1cncc(-c2nnc3n2C2(CCCCC2)Cc2ccccc2-3)c1	-3	-3	-2.0	101	/	3	-1	0	0.2	-36
COc1ccccc1NC(=O)CSc1n[nH]c(-c2cccnc2)n1	-3	-2	-1.7	104	-1	0	-5	1	1.8	-7
COC(=O)C1CCN(C(=O)COC(=O)c2oc3ccc(OC)cc3c2C)CC1	6	/	-1.3	102	-1	-3	-4	3	3.4	27

(next part)
SMILES	Keap1-Nrf2 PPI	CAL PDZ FP-1	CAL PDZ FP-2	Pemphigus Ab inh	NSD2 inh	V-ATPase pH	Cardiac RTF inh	DAGLB inh	C-LANA FP	Arr AP2 block
O=S(=O)(c1ccc2c(c1)CCCN2)N1CCCCC1	-3	-5	-0.5	/	0	3	-4	0	0.1	-5
O=C1CN(C(=O)COC(=O)[C@@H]2CCCN2S(=O)(=O)c2ccc(Cl)cc2)c2ccccc2N1	1	-3	-1.6	93	2	-2	0	-2	-1.4	25
O=C(CNC(=O)N1CC(=O)Nc2ccccc21)NCCc1c[nH]c2ccccc12	-2	-1	0.5	97	/	-1	2	-3	-1.1	-5
O=C(Nc1ccc(Cl)cc1)c1ccco1	-6	/	-0.1	116	-1	-3	-12	1	-1.7	-9
CNC(=O)/C(C#N)=C\c1ccc(CNS(=O)(=O)c2ccccc2)o1	-2	-3	-0.1	105	2	2	8	2	0.0	2
O=C(NCC1CCCO1)c1cccnc1NCc1ccc(F)cc1 (configuration not stated)	3	0	0.1	90	-1	-2	-7	0	-2.1	8
CCOC(=O)CCCCC(=O)c1[nH]c(=O)[nH]c1Cn1cnc2ccccc21	-2	-6	0.4	103	/	9	6	3	1.7	18
CCS(=O)(=O)C1=NN2C(=N)/C(=C\c3ccc(OCCOc4cccc(OC)c4)c(OC)c3)C(=O)N=C2S1	-5	-8	-2.8	105	20	7	0	6	4.9	4
Nc1nc2ccc(Oc3ccccc3)cc2s1	7	-3	-1.0	107	2	0	-5	1	-1.4	7
CC(=O)O[C@@H]1C[C@H]2C(C)(C)C(=O)C=C[C@]2(C)[C@H]2CC[C@@]3(C)[C@H](c4ccoc4)OC(=O)[C@H]4O[C@]43[C@@]21C	-2	6	0.1	101	/	4	-9	-2	0.3	41
CC(=O)N1CCN(S(=O)(=O)c2ccccc2)C1c1ccccc1 (configuration not stated)	-2	-3	-0.6	/	0	-2	-3	-1	-0.1	26
COc1ccc(CCNC(=O)CSc2nc3cc(Cl)ccc3o2)cc1OC	-4	-3	-1.7	98	-3	-5	1	0	-0.5	-13
Cc1ccc(S(=O)(=O)N2CCOC2CNC(=O)C(=O)NCCc2ccccc2)cc1 (configuration not stated)	0	33*	-1.2	105	0	-2	0	1	-0.5	-10
CC1CC(C)CN(C(=O)COC(=O)c2ccc3c(c2)C(=O)N(Cc2ccco2)C3=O)C1 (configuration not stated)	0	/	-0.2	97	1	1	-3	-1	-0.1	-4
C=CC[C@@H](CC(=O)N(CCO)Cc1ccccc1)C(=O)N[C@H](C)COC(=O)[C@@H](CC=C)Cc1ccc(F)cc1	2	-1	-0.8	103	/	-3	-6	-2	-1.4	11
Cc1ccc(S(=O)(=O)N(C)C[C@H]2Oc3ccc(NC(=O)Nc4c(C)noc4C)cc3CC(=O)N([C@@H](C)CO)C[C@@H]2C)cc1	-1	-1	-2.0	97	/	-2	-1	-1	-2.2	4
COc1ccc(Cc2nnc(NC(=O)c3cccc(C)c3)s2)cc1	6	-4	/	97	0	1	6	-4	-2.0	-1
CCOc1ccccc1NC(=O)CSc1nnc(-c2cnccn2)n1CC	6	-4	-0.6	/	10	-5	6	-4	0.9	0
CCOc1ccc(C2=Nn3cnnc3SC2)cc1	0	-1	-1.1	100	-1	-2	-1	1	-0.9	5
Cc1ccc(C(=O)OCC(=O)c2ccccc2)cc1	1	-5	-1.0	109	-3	1	1	-8	-0.1	16
CC(=O)c1ccc(OCc2cc(C(=O)N3CC4C[C@@H]5CC3C[C@H](C4)C5)no2)cc1	-3	70*	-1.4	104	-3	4	-4	0	-0.8	-6
CCc1ccc(-c2nc(NC(=S)NC(=O)c3cccs3)sc2C)cc1	1	4	-0.1	101	1	5	-1	-1	-0.9	8
Cc1ccc(S(=O)(=O)N2CCN(C(=O)COC(=O)c3ccc(Br)o3)CC2)c(C)c1	0	-1	-1.0	108	1	-4	0	-2	-0.9	8
CCC[C@@H](CN1CCC[C@H]1CN1C(N)=NC[C@H]1C(C)C)N1C[C@@H]([C@H](C)CC)N(CCCC2CCCC2)C1=N	-4	-5	0.5	120	/	6	-5	-1	1.6	4
COc1cccc(CNC(=O)c2ccc(S(=O)(=O)N3CCCC3)cc2)c1	-3	-2	0.1	102	/	0	7	-5	-0.9	28
Cc1nn(-c2ccccc2)c(N)c1C(O)(C(F)(F)F)C(F)(F)F	0	0	-0.5	96	-1	2	0	4	-0.4	4

As a working copy, part of the list above.
SMILES	Keap1-Nrf2 PPI	CAL PDZ FP-1	CAL PDZ FP-2	Pemphigus Ab inh	NSD2 inh	V-ATPase pH	Cardiac RTF inh	DAGLB inh	C-LANA FP	Arr AP2 block
CC1CC(C)CN(C(=O)COC(=O)c2ccc3c(c2)C(=O)N(Cc2ccco2)C3=O)C1 (configuration not stated)	0	/	-0.2	97	1	1	-3	-1	-0.1	-4
C=CC[C@@H](CC(=O)N(CCO)Cc1ccccc1)C(=O)N[C@H](C)COC(=O)[C@@H](CC=C)Cc1ccc(F)cc1	2	-1	-0.8	103	/	-3	-6	-2	-1.4	11
Cc1ccc(S(=O)(=O)N(C)C[C@H]2Oc3ccc(NC(=O)Nc4c(C)noc4C)cc3CC(=O)N([C@@H](C)CO)C[C@@H]2C)cc1	-1	-1	-2.0	97	/	-2	-1	-1	-2.2	4
COc1ccc(Cc2nnc(NC(=O)c3cccc(C)c3)s2)cc1	6	-4	/	97	0	1	6	-4	-2.0	-1
CCOc1ccccc1NC(=O)CSc1nnc(-c2cnccn2)n1CC	6	-4	-0.6	/	10	-5	6	-4	0.9	0
CCOc1ccc(C2=Nn3cnnc3SC2)cc1	0	-1	-1.1	100	-1	-2	-1	1	-0.9	5
Cc1ccc(C(=O)OCC(=O)c2ccccc2)cc1	1	-5	-1.0	109	-3	1	1	-8	-0.1	16
CC(=O)c1ccc(OCc2cc(C(=O)N3CC4C[C@@H]5CC3C[C@H](C4)C5)no2)cc1	-3	70*	-1.4	104	-3	4	-4	0	-0.8	-6
CCc1ccc(-c2nc(NC(=S)NC(=O)c3cccs3)sc2C)cc1	1	4	-0.1	101	1	5	-1	-1	-0.9	8
Cc1ccc(S(=O)(=O)N2CCN(C(=O)COC(=O)c3ccc(Br)o3)CC2)c(C)c1	0	-1	-1.0	108	1	-4	0	-2	-0.9	8
CCC[C@@H](CN1CCC[C@H]1CN1C(N)=NC[C@H]1C(C)C)N1C[C@@H]([C@H](C)CC)N(CCCC2CCCC2)C1=N	-4	-5	0.5	120	/	6	-5	-1	1.6	4
COc1cccc(CNC(=O)c2ccc(S(=O)(=O)N3CCCC3)cc2)c1	-3	-2	0.1	102	/	0	7	-5	-0.9	28
Cc1nn(-c2ccccc2)c(N)c1C(O)(C(F)(F)F)C(F)(F)F	0	0	-0.5	96	-1	2	0	4	-0.4	4

These rows are one share of the data. The share of hits here may be higher or lower than overall.
